VLA-4 inh: inhibition in a human VLA-4 binding assay. P13612. VLA-4 expressing cells, ligand binding flow cytometry. inhibition, % (about 7 µM as worked out from the volumes in the protocol). 0.2% of 330,000 active. AID 2557; in the data active means inhibition above about 50%
CIT2 TOR yeast: alters CIT2-GFP fluorescence in TOR pathway yeast screen; GFP response vs DMSO, % at 10 µM; S. cerevisiae CIT2-GFP strain, flow cytometry, 3 h; 100 means same as DMSO wells; AID 2029; 0.065% of 320,000 active;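 active means GFP response relative to DMSO above a set limit, near the screen mean plus 3 SD, cut at about 150% in these data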;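 further: ratio of well median GFP fluorescence to mean of DMSO wells on the plate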
GRK2 inh: human GRK2 inhibition via aptamer displacement; bead flow cytometry, FAM-aptamer displacement from GRK2; inhibition of aptamer binding, % at 10 µM; 0.59% of 330,000 active; AID 488847; P25098;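 active means inhibition of aptamer binding above 40%, roughly 3 SD of noise, on plates passing a quality check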;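 further: median bead fluorescence of bound FAM aptamer so fluorescent compounds give negative values; no value below 0 was filed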
Target sequence (P25098 whole entry, looked up): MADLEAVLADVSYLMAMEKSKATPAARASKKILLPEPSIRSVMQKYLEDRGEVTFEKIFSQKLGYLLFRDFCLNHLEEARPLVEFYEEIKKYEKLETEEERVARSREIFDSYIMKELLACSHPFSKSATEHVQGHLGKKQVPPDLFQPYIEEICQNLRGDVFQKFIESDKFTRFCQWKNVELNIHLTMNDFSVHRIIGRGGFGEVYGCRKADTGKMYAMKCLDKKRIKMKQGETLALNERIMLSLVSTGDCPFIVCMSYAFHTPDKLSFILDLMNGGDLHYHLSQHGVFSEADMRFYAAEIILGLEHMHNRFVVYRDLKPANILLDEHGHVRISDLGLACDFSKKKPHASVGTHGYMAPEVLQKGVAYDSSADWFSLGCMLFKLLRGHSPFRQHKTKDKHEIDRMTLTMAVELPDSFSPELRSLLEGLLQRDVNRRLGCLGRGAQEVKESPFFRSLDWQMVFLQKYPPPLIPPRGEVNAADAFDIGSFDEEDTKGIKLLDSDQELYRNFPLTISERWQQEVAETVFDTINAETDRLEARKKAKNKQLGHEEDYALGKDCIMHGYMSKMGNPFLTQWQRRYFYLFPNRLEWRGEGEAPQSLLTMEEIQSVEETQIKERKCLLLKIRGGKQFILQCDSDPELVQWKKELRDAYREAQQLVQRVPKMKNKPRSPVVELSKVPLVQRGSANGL
AGP1-GFP MLPCN: alters AGP1-GFP fluorescence in TOR pathway yeast screen | S. cerevisiae AGP1-GFP multiplex flow cytometry, 3 h; GFP as percent of DMSO wells | GFP response vs DMSO, % at 10 µM | 0.02% of 320,000 active;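 active means GFP response relative to DMSO above a set limit, near screen average plus 3 SD, cut at about 150% in these data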;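 further: median GFP channel fluorescence of the gated AGP1 strain per well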
Yeast superoxide: yeast age-related superoxide inhibition as caloric restriction mimetic; 0.18% of 330,000 active; S. cerevisiae aged cells, superoxide DHE fluorescence; active compounds read low; superoxide response (% of plate mean), % at 10 µM;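 active means superoxide response under a set limit, about three screen SD below normal, cut at about 65% in these data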;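 further: yeast aged for seven days with compound at 30 °C before DHE staining; 100% = average MFI of all compound-treated wells on the plate with controls excluded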
MEP2-GFP yeast: modulators of TOR pathway MEP2-GFP in S. cerevisiae; 0.51% of 330,000 active; GFP response vs DMSO, % at 10 µM; S. cerevisiae MEP2-GFP strain, flow cytometry GFP, 3 h; 100% = DMSO control level; AID 2016;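 active means GFP response versus DMSO above a set limit, roughly screen mean plus 3 SD, cut at about 180% in these data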;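 further: median GFP fluorescence of the barcode-gated MEP2-GFP cells per well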
RPL19A TOR yeast: modulators of TOR pathway RPL19A-GFP in S. cerevisiae | S. cerevisiae RPL19A-GFP strain, flow cytometry, 3 h; active compounds read low | percent response vs DMSO, % at 10 µM | 0.3% of 330,000 active | AID 2025;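 active means percent response vs DMSO below 50%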;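 further: median channel GFP fluorescence of the barcoded RPL19A-GFP strain; ratio of sample median GFP to plate DMSO average so 100% = DMSO; lower means less RPL19A-GFP as with rapamycin TOR inhibition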
LAP4-GFP MLPCN: yeast TOR pathway LAP4-GFP modulation; S. cerevisiae LAP4-GFP multiplex, flow cytometry GFP, 3 h; median GFP as percent of DMSO wells; GFP response vs DMSO, % at 10 µM; 0.34% of 320,000 active; AID 2023;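 active means GFP response vs DMSO above a set limit, about the screen mean plus 3 SD, cut at about 150% in these data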
* = called active by the depositor; & = joins results of further samples. These rows are one share of the data; count on the stated rates, not on these rows.

Results follow in this order: VLA-4 inh, CIT2 TOR yeast, GRK2 inh, AGP1-GFP MLPCN, Yeast superoxide, MEP2-GFP yeast, RPL19A TOR yeast, LAP4-GFP MLPCN
- C[C@]12CC[C@H]3[C@@H](CCC4=CC(=O)CC[C@@]43C)[C@@H]1CC[C@@H]2C(=O)CO
    20, 87, 1, 95, 107, 89, 103, 118
- Cc1onc(-c2ccccc2Cl)c1C(=O)N[C@@H]1C(=O)N2[C@@H]1SC(C)(C)[C@@H]2C(=O)O
    -10&-7, 82&82, 0&4, 83&88, 85&97, 95&86, 93&93, 112&108
- Cc1cc(C)nc(/N=C(\N)Nc2ccc(S(N)(=O)=O)cc2)n1
    -4, 88, 0, 103, 108, 90, 95, 109
- Cc1nnc(NS(=O)(=O)c2ccc(N)cc2)s1
    2, 86, 0, 93, 102, 98, 88, 134
- CCOc1ccc(S(=O)(=O)N2CCCCCC2)c2ccccc12
    -1, 96, 5, 100, 96, 95, 90, 93
- O=C(O)[C@@H]1[C@H]2C[C@H]3c4[nH]c5ccccc5c4CCN3C[C@@H]2CC[C@@H]1O
    -1, 87, 0, 94, 103, 100, 99, 97
- COc1nc(C)nc(Cl)c1NC1=NCCN1
    26&4, 110&78, 2&3, 107&87, 88&106, 104&100, 104&100, 101&105
- O=C1N(c2ccccc2)c2ccccc2C1(Cc1ccncc1)Cc1ccncc1
    48, 80, 0, 84, 92, 96, 104, 108
- CCOC(=O)C1(CCOc2ccccc2)CCN(Cc2ccc(O)c(Cl)c2)CC1
    5, 101, 0, 93, 101, 104, 101, 87
- Cc1cc2c(s1)Nc1ccccc1N=C2N1CCN(C)CC1
    27, 71, 3, 73, 85, 84, 93, 88
- CN(C)CCCN1c2ccccc2Sc2ccccc21
    2, 85, 0, 89, 95, 92, 97, 104
- CC(=O)N1C[C@H](O)C[C@H]1C(=O)O
    -17, 85, 0, 89, 102, 98, 96, 126
- COc1cc2nc(N3CCN(C(=O)C4COc5ccccc5O4)CC3)nc(N)c2cc1OC (stereo not given)
    -4, 86, 0, 89, 109, 105, 95, 108
- N=C(N=C(N)N)N1CCOCC1
    49, 100, 0, 99, 92, 93, 100, 103
- O=C1NCC2(CCN(CCc3ccccc3)CC2)O1
    16, 83, 0, 90, 113, 98, 98, 111
- C[C@H]1c2cccc(O)c2C(=O)C2C(=O)C3(O)C(=O)C(C(N)=O)C(=O)[C@@H](N(C)C)[C@@H]3[C@@H](O)[C@@H]21 (stereo not given in full)
    4, 107, 1, 109, 102, 105, 104, 101
- CN1CCC(=C2c3ccccc3CCc3sccc32)CC1
    30&14, 104&102, 0&0, 110&99, 107&96, 103&97, 104&100, 103&103
- C=C1c2cccc(O)c2C(=O)C2C(=O)[C@]3(O)C(=O)C(C(N)=O)C(=O)[C@@H](N(C)C)[C@@H]3[C@@H](O)[C@H]12 (stereo not given in full)
    -10, 105, 1, 107, 118, 104, 105, 101
- CC1(C)O[C@H]2CC(=O)OCC23[C@H]2CC[C@@]4(C)[C@H](c5ccoc5)OC(=O)[C@H]5O[C@]54[C@]2(C)C(=O)C[C@@H]13 (stereo not given in full)
    -19, 98, 0, 99, 97, 100, 97, 96
- CC1(C)OC2CC3C4CC(F)C5=CC(=O)C=CC5(C)C4(F)C(O)CC3(C)C2(C(=O)CO)O1 (stereo not given)
    16, 103, 3, 97, 99, 100, 98, 94
- C[C@H]1COc2c(N3CCN(C)CC3)c(F)cc3c(=O)c(C(=O)O)cn1c23
    -4, 80, 0, 84, 108, 102, 98, 107
- O=c1cc[nH]c(=O)[nH]1
    -12, 86, 0, 92, 90, 103, 106, 115
- CC(C)Cn1cnc2c1c(=O)n(C)c(=O)n2C
    24, 83, 1, 88, 100, 96, 97, 96
- CC(=O)O[C@]1(C(C)=O)CC[C@H]2[C@@H]3C=C(Cl)C4=CC(=O)[C@@H]5C[C@@H]5[C@]4(C)[C@H]3CC[C@@]21C
    10&-6, 90&90, 0&0, 99&93, 129&121, 98&101, 100&103, 111&118
- CC(Oc1c(Cl)cccc1Cl)C1=NCCN1 (stereo not given)
    22, 106, 3, 97, 102, 95, 99, 105
- CCCOc1ccccc1-c1nc2n[nH]nc2c(=O)[nH]1
    -6, 86, 0, 88, 102, 97, 104, 108
- C[C@H](CCC(=O)O)[C@H]1CC[C@H]2[C@@H]3[C@@H](O)C[C@@H]4C[C@H](O)CC[C@]4(C)[C@H]3CC[C@]12C
    5, 85, 0, 84, 101, 88, 94, 128
- CC(C)Cc1ccc([C@H](C)C(=O)O)cc1
    9, 71, 0, 87, 85, 101, 101, 129
- CC(C)Cc1ccc(C(C)C(=O)O)cc1 (stereo not given)
    2, 69, 1, 81, 110, 100, 94, 140
- C/C=C/C=N\NC(=O)c1ccncc1
    12, 96, 1, 93, 86, 96, 100, 105
- COc1ccc(CN(CCN(C)C)c2ccccn2)cc1
    10&37, 96&92, 2&1, 92&89, 99&88, 95&104, 101&96, 108&129
- CCCn1ncc(CN2CCCC(C(=O)c3cccc(OC(C)C)c3)C2)c1C (stereo not given)
    1, 104, 0, 112, 99, 104, 105, 101
- Cc1coc2c1C(=O)C(=O)c1c-2ccc2c1CCCC2(C)C
    -8, 98, 7, 97, 86, 102, 97, 104
- Cc1nc2c3ccccc3nc(NNC(=O)CCC(=O)N3CCN(c4ccccc4)CC3)n2n1
    -2, 104, 0, 102, 102, 105, 103, 95
- CC(C)=CC(=O)O[C@@H]1Cc2cc3ccc(=O)oc3cc2OC1(C)C
    0, 86, 0, 97, 98, 100, 99, 109
- CN(C)C/C=C(/c1ccc(Br)cc1)c1cccnc1
    39, 97, 0, 98, 93, 97, 99, 102
- CCCCCCCCO
    9, 98, 3, 111, 79, 97, 103, 110
- Nc1cc(-c2ccncc2)c[nH]c1=O
    4, 81, 7, 86, 110, 99, 102, 100
- COc1c(O)cc2c(c1O)C1OC(CO)C(O)C(O)C1OC2=O (stereo not given)
    20, 76, 1, 84, 114, 100, 99, 128
- CCC[C@H](N[C@@H](C)C(=O)N1[C@H](C(=O)O)C[C@@H]2CCCC[C@@H]21)C(=O)OCC
    1, 119, 1, 104, 99, 99, 107, 127
- NC(=O)NC(CCC(=O)O)C(=O)O (stereo not given)
    0, 102, 0, 99, 112, 112, 98, 98
- NS(=O)(=O)c1cc2c(cc1C(F)(F)F)NC(Cc1ccccc1)NS2(=O)=O (stereo not given)
    -14, 82, 3, 82, 102, 95, 95, 120
- CC(C)(CO)[C@@H](O)C(=O)NCCC(=O)O
    31, 80, 4, 80, 110, 98, 94, 115
- CC1=NN(c2ccccc2)C(=O)C1
    20, 88, 1, 88, 99, 91, 101, 108
- c1ccc2c(CC3=NCCN3)cccc2c1
    -13, 87, 0, 87, 104, 99, 97, 127
- COc1ccccc1OCC(O)COC(N)=O (stereo not given)
    0, 84, 4, 89, 93, 95, 85, 145
- Nc1ccc(C(=O)Nc2ccccc2N)cc1
    9, 101, 0, 105, 101, 107, 99, 106
- CC(=O)[C@H]1CC[C@H]2[C@@H]3C[C@H](C)C4=CC(=O)CC[C@]4(C)[C@H]3[C@@H](O)C[C@]12C
    3, 85, 2, 90, 104, 93, 92, 112
- O=C(O)COC(=O)Cc1ccccc1Nc1c(Cl)cccc1Cl
    6, 107, 1, 103, 104, 100, 108, 114

14 entries already listed, arranged by number of heavy atoms, smallest number first:
Results follow in this order: VLA-4 inh, CIT2 TOR yeast, GRK2 inh, AGP1-GFP MLPCN, Yeast superoxide, MEP2-GFP yeast, RPL19A TOR yeast, LAP4-GFP MLPCN
- CCCCCCCCO
    9, 98, 3, 111, 79, 97, 103, 110
- NC(=O)NC(CCC(=O)O)C(=O)O (stereo not given)
    0, 102, 0, 99, 112, 112, 98, 98
- Nc1cc(-c2ccncc2)c[nH]c1=O
    4, 81, 7, 86, 110, 99, 102, 100
- CC(C)(CO)[C@@H](O)C(=O)NCCC(=O)O
    31, 80, 4, 80, 110, 98, 94, 115
- c1ccc2c(CC3=NCCN3)cccc2c1
    -13, 87, 0, 87, 104, 99, 97, 127
- Nc1ccc(C(=O)Nc2ccccc2N)cc1
    9, 101, 0, 105, 101, 107, 99, 106
- CN(C)C/C=C(/c1ccc(Br)cc1)c1cccnc1
    39, 97, 0, 98, 93, 97, 99, 102
- Cc1coc2c1C(=O)C(=O)c1c-2ccc2c1CCCC2(C)C
    -8, 98, 7, 97, 86, 102, 97, 104
- COc1c(O)cc2c(c1O)C1OC(CO)C(O)C(O)C1OC2=O (stereo not given)
    20, 76, 1, 84, 114, 100, 99, 128
- CC(C)=CC(=O)O[C@@H]1Cc2cc3ccc(=O)oc3cc2OC1(C)C
    0, 86, 0, 97, 98, 100, 99, 109
- CC(=O)[C@H]1CC[C@H]2[C@@H]3C[C@H](C)C4=CC(=O)CC[C@]4(C)[C@H]3[C@@H](O)C[C@]12C
    3, 85, 2, 90, 104, 93, 92, 112
- CCC[C@H](N[C@@H](C)C(=O)N1[C@H](C(=O)O)C[C@@H]2CCCC[C@@H]21)C(=O)OCC
    1, 119, 1, 104, 99, 99, 107, 127
- NS(=O)(=O)c1cc2c(cc1C(F)(F)F)NC(Cc1ccccc1)NS2(=O)=O (stereo not given)
    -14, 82, 3, 82, 102, 95, 95, 120
- Cc1nc2c3ccccc3nc(NNC(=O)CCC(=O)N3CCN(c4ccccc4)CC3)n2n1
    -2, 104, 0, 102, 102, 105, 103, 95
